# Bioassay records: PubChem, Broad Institute
# ERAP1 inh – ERAP1 (human) enzyme inhibition; inhibition, % at 10.7 µM; recombinant ERAP1, Leu-AMC fluorescence, 60 min; 340,000 compounds, 0.15% hits; Q9NZ08;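 active means mean replicate inhibition of at least 30%, or all replicates individually reaching that 30% level; inactive means mean below 30% and not every replicate reaching it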;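 further: 0% = neutral control wells and 100% = L-leucinethiol positive control wells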
# esBAF inh – blocks esBAF chromatin remodeling in mouse ES cells. Bmi1-luciferase knock-in reporter, 24 h; 100% = twice the neutral-well signal. reporter increase, % at 12.5 µM. 350,000 compounds, 2% hits; in the data active means activation above about 40%;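 further: 0% = median of the plate's neutral control wells and 100% = double that signal; a rise in the Bmi1 reporter signal indicates esBAF inhibition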
# ARNT-TACC3 inh – disrupts binding between human ARNT and TACC3 | Q9Y6A5 | AlphaScreen His-ARNT PAS-B/GST-TACC3 binding, luminescence; TACC3 fragment carries E629A point mutation | inhibition, % at 9.99 µM | 390,000 compounds, 0.66% hits;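 active means mean inhibition of replicates at least 50% and at least half of replicates each reaching 50%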;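 further: 0% = complete ARNT plus TACC3 wells and 100% = ARNT alone without TACC3; many hits fall short of the cut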
# RAD54 inh – inhibitors of human RAD54 branch migration. Q92698. AID 602329. 360,000 compounds, 0.14% hits. inhibition, % at 10.4 µM. RAD54 Holliday junction branch migration, FAM/BHQ fluorescence;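 active means mean normalized replicate activity at least 40 and at least half of replicates scoring 40 or more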;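 further: 0% = median of neutral control wells and 100% = median of positive control wells; inhibitors cause a drop in the FAM fluorescence signal; in these data hits start at about 50%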
# Target sequence (Q92698 whole entry, looked up): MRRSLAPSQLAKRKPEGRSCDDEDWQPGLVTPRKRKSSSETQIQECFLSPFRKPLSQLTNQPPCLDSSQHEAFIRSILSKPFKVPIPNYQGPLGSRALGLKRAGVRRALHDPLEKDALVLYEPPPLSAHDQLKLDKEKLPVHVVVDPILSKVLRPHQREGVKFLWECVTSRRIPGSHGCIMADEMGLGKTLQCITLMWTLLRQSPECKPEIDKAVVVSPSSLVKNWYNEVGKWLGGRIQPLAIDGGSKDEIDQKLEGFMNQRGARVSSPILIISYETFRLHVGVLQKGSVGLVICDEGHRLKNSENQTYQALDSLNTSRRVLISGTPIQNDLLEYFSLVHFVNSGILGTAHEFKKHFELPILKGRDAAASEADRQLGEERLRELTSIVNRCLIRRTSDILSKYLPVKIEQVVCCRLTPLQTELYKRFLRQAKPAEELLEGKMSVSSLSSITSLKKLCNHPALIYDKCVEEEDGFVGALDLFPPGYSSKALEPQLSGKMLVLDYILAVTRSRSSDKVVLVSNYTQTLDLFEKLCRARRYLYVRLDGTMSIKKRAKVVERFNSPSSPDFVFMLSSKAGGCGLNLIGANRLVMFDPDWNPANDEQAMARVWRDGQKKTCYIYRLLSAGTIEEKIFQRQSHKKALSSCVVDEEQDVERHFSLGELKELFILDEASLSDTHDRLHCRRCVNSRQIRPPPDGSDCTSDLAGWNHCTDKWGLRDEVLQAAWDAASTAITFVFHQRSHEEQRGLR
# RAD52 inh – inhibitors of human RAD52 DNA annealing; AID 651710; 360,000 compounds, 0.46% hits; P43351; recombinant RAD52 DNA annealing, FRET fluorescence; inhibition, % at 18.7 µM;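 active means every replicate showing at least 50% inhibition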
# INS-1E GSIS act – GLuc luminescence reporter in INS-1E cells, primary screen for activators of glucose-dependent secretion of insulin; INS-1E GLuc reporter insulin secretion, 2-3 h; activation, % at 16.6 µM; 370,000 compounds, 0.61% hits;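 active means lowest replicate activation of at least 40%, so every replicate reaches that level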;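 further: 0% = median of neutral control wells and 100% = median of IBMX positive control wells; some compounds called inactive have numbers as strong as hits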
# Xi reactivation – X-chromosome reactivation activator | XiGFP mouse fibroblasts, % GFP-positive cells imaging, 3 d; cells co-treated with 5-aza-dC sensitizer; scaled so ellipticine positive control = 100% | activation, % at 7.58 µM | 360,000 compounds, 0.055% hits;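 active means mean normalized replicate activation at least 10% and every replicate at or above 10%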;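 further: 0% = median of on-plate neutral control wells and 100% = ellipticine 6 µM median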
#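 System: 68-5-11 XiGFP fibroblast line; Timing: 3 days compound exposure; Compound dosing: one concentration, pinned; Benchmarks: positive control ellipticine, 6 µM final; Buffer or medium: DMEM containing 5-aza-dC.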
# CFTR F508del cor – CFTR F508del correction in bronchial cells | CFBE cells, YFP halide quenching; stimulated with forskolin plus potentiator P3; % fluorescence drop versus neutral controls | activity (quench increase), % at 7.58 µM | 350,000 compounds, 0.36% hits;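 active means mean added fluorescence quench of at least 8% versus neutral control, with both replicates also reaching 8%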;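 further: cells transiently co-express mutant CFTR-F508del with the halide-sensitive YFP; corrector assay measuring rescue of mutant channel to the surface after 24 h compound exposure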
# * hit, by the source's call; / = not tested or not shown; & = joins results of further samples.
SMILES,ERAP1 inh,esBAF inh,ARNT-TACC3 inh,RAD54 inh,RAD52 inh,INS-1E GSIS act,Xi reactivation,CFTR F508del cor
COc1ccc(NC(=O)CCC(=O)Nc2nnc(C(F)(F)F)s2)c(OC)c1,/,-9,-1,7,/,-14,/,/
CCCC(=O)Nc1nnc(SCC(=O)N2C(C)CCCC2C)s1 (centres undefined),1,1,-8,5,-20,-13,0.1,0.2
NC(=O)C1=C[C@H](c2ccc(C(F)(F)F)cc2)C[C@H](OCc2ccc(CO)cc2)O1,2&4,1,-9&-1,1&1,5&-17,-19,0.3,0.7&2.6
CN(C)C(=O)C[C@@H]1C[C@@H]2c3cc(NC(=O)Cc4ccncc4)ccc3O[C@@H]2[C@H](CO)O1,-1,-5,0,-3,-5,-1,0.3,-3.3
O=C(CNC(=O)c1cccc(-n2cccc2)c1)Nc1ccccc1Br,2,-6,/,-8,-52,/,0.0,3.1
C[C@@H]1CN([C@@H](C)CO)C(=O)c2cc(NC(=O)Nc3cccc4ccccc34)ccc2O[C@@H]1CN(C)Cc1ccc(Oc2ccccc2)cc1,-4,-7,-4,12,-20,-4,0.0,-1.0
C=CCn1c(SCC(=O)/C(C#N)=C(\C)N)nc2sc(C)c(C)c2c1=O,/,-2,4,5,/,5,/,/
CCS(=O)(=O)N1[C@@H](CO)[C@@H](c2ccccc2)C12CN(C(=O)C1CCCCC1)C2,0,/,/,/,-12,0,0.1,1.4
COc1ccc(CC(=O)O/N=C(\N)c2ccc(Br)cc2)cc1OC,-7,4,-19,1,-7,-2,0.0,-0.2
COc1ccc(CNS(=O)(=O)c2cn(C)c(=O)n(C)c2=O)cc1,2,/,-20,3,-9,2,-0.1,3.1

# Given with two lines to a compound: part of the list above.
# Screens in order – ERAP1 inh	esBAF inh	ARNT-TACC3 inh	RAD54 inh	RAD52 inh	INS-1E GSIS act	Xi reactivation	CFTR F508del cor
- COc1ccc(CC(=O)O/N=C(\N)c2ccc(Br)cc2)cc1OC
    -7	4	-19	1	-7	-2	0.0	-0.2
- COc1ccc(CNS(=O)(=O)c2cn(C)c(=O)n(C)c2=O)cc1
    2	/	-20	3	-9	2	-0.1	3.1

# Remaining list, next part:
SMILES,ERAP1 inh,esBAF inh,ARNT-TACC3 inh,RAD54 inh,RAD52 inh,INS-1E GSIS act,Xi reactivation,CFTR F508del cor
O=C1NCCOC(=O)[C@H](Cc2ccc(F)cc2)C/C=C\C[C@@H]1CC(=O)N(CCO)Cc1ccccc1,/,-7,8,-9,0,-16,-0.3,1.6
C[C@H](NC(=O)[C@@H]1[C@@H](CO)[C@@H]2Cn3c(cccc3=O)[C@@H]2N1CC1CC1)c1ccccc1,-3,0,-7,2,-10,6,0.0,-1.3
Cc1ccc(NC(=O)c2ccc(=O)[nH]n2)cc1S(=O)(=O)Nc1ccc(SC(F)F)cc1,2,9,/,5,-15,-6,0.0,-2.4
C[C@@H]1CN([C@H](C)CO)C(=O)c2cc(NC(=O)C3CCCCC3)ccc2O[C@@H](C)CCCCO[C@@H]1CN(C)Cc1ccccc1,-4,3,-1,-6,4,-29,-0.1,1.5
COc1ccc(-n2c(=O)c3c4c(sc3n(CC(=O)NCC3CCCO3)c2=O)CN(C(C)=O)CC4)cc1OC (centres undefined),-3,-1,/,2,-13,/,0.6,-0.9
CC(C)(C)OC(=O)N1CCN(C(=O)c2nc[nH]c2C(=O)N2CCN(C(=O)OC(C)(C)C)CC2)CC1,-3,5,-6,-6,-12,1,0.0,1.0
CO[C@H]1CN(C)C(=O)c2ccc(NS(C)(=O)=O)cc2OC[C@@H](C)N(C(=O)C2CC2)C[C@@H]1C,-2,0,-7,1,10,16,0.7,1.2
COc1ccc(/C(N)=N/OC(=O)CCCc2ccccc2)cc1,-1,22,-6,/,-9,-4,0.2,5.1
OC(COc1cccc2ccccc12)CN1CCOCC1 (centres undefined),0,2,-2,7,-32,-3,0.0,2.9
CCn1cc([N+](=O)[O-])c(C(=O)Nc2ccc(Cn3nc(C)cc3C)cc2)n1,2,/,-7,/,-8,8,/,0.2
CN(C)C(=O)COc1ccc2c3c(c(=O)oc2c1)CCCC3,-1,11,-1,5,0,/,0.2,-0.1
CCN(CC)CCOC(=O)C1(C2CCCCC2)CCCCC1,-1,-5,-2,10,3,17,0.1,1.5
O=C(O)c1ccccc1C(=O)Nc1cc(-c2ccccc2)[nH]n1,4,-5,5,1,-9,9,0.6,1.1
COc1ccc(CN2CCNC(=O)C2CC(=O)N(C)CC2CCOCC2)cc1C (centres undefined),-3,/,-4,10,-23,-2,0.2,1.5
O=C(CCOc1cccc(Br)c1)Nc1ccc(F)c(S(=O)(=O)N2CCOCC2)c1,-3,-19,5,2,-10,-50,0.2,0.2
COc1ccc([C@@H](NC(=O)OC(C)(C)C)C(=O)OC(C)(C)C)cc1,9,-1,-2,-11,1,/,0.0,-0.4
Cc1cccc2c(=O)c(C(=O)NCc3ccc(F)cc3)c[nH]c12,-4,-1,7,12,-5,14,0.0,-2.0
C[C@H](O)[C@@H]1C(=O)N2CCc3ccc(-c4ccccc4)cc3[C@@H]2C[C@@H]1N(C)C(=O)c1cccnc1,-3,-3,/,1,-2,7,0.1,0.6
O=Cc1cccc(OCc2cccc3ccccc23)c1,3,66*,-22,0,-15,5,0.0,0.3
COc1cccc(CN2[C@H](CO)[C@@H]3c4ccccc4N(C(=O)c4ccncc4)C[C@@H]32)c1,-1,-1,5,-5,-9,2,0.2,-3.8

# Pulled one by one from the list above, 3 records:
SMILES,ERAP1 inh,esBAF inh,ARNT-TACC3 inh,RAD54 inh,RAD52 inh,INS-1E GSIS act,Xi reactivation,CFTR F508del cor
Cc1cccc2c(=O)c(C(=O)NCc3ccc(F)cc3)c[nH]c12,-4,-1,7,12,-5,14,0.0,-2.0
C[C@H](O)[C@@H]1C(=O)N2CCc3ccc(-c4ccccc4)cc3[C@@H]2C[C@@H]1N(C)C(=O)c1cccnc1,-3,-3,/,1,-2,7,0.1,0.6
O=C(CCOc1cccc(Br)c1)Nc1ccc(F)c(S(=O)(=O)N2CCOCC2)c1,-3,-19,5,2,-10,-50,0.2,0.2

# (next part)
SMILES,ERAP1 inh,esBAF inh,ARNT-TACC3 inh,RAD54 inh,RAD52 inh,INS-1E GSIS act,Xi reactivation,CFTR F508del cor
CCN(CC)CCNC(C(=O)Nc1ccc([N+](=O)[O-])cc1Br)c1ccccc1 (centres undefined),/,/,5,-1,/,-9,0.0,/
O=C(C[C@H]1C=C[C@@H](NC(=O)Cc2cccnc2)[C@H](CO)O1)Nc1ccccc1,6,2,12,2,1,18,0.0,1.8
CCC(=O)N1[C@H](CO)[C@H](c2ccccc2)[C@@H]1CN(CC)C(=O)c1ccccc1,/,7,-7,-3,/,6,0.0,-1.0
CC1CCN(C(=S)c2ccc([N+](=O)[O-])cc2)CC1,2,/,0,-12,-21,/,0.1,0.7
COc1ccc(OCC(O)CN2CCN(Cc3ccc4c(c3)OCO4)CC2)cc1 (centres undefined),12,/,47*,/,-9,24,0.2,/
Cc1ccsc1C(=O)NNC(=O)c1ccccc1F,2,/,28,/,-14,/,0.0,-3.0
O=C(N/N=C/c1ccccc1F)C(=O)N1CCCCCC1,3,22,2,-3,-12,-2,0.3,-1.8
COc1ccc(CN2C[C@H](O)COC[C@@H]3O[C@@H](CC(=O)NCCN4CCCC4)CC[C@H]32)cc1,/,-4,-5,-1,/,3,0.0,3.9
CCN(CC(=O)Nc1ccc(NC(C)=O)cc1)C(=O)c1ccc(COc2ccccc2)o1,-2,-3,-10,0,-2,-12,0.2,-2.5
CS(=O)(=O)c1ccc(-c2cn3cc(C(=O)O)ccc3n2)cc1,1,-8,5,8,-2,15,0.1,-1.8

# Continued (3 carried over from the part before).
SMILES,ERAP1 inh,esBAF inh,ARNT-TACC3 inh,RAD54 inh,RAD52 inh,INS-1E GSIS act,Xi reactivation,CFTR F508del cor
COc1ccc(CN2C[C@H](O)COC[C@@H]3O[C@@H](CC(=O)NCCN4CCCC4)CC[C@H]32)cc1,/,-4,-5,-1,/,3,0.0,3.9
CCN(CC(=O)Nc1ccc(NC(C)=O)cc1)C(=O)c1ccc(COc2ccccc2)o1,-2,-3,-10,0,-2,-12,0.2,-2.5
CS(=O)(=O)c1ccc(-c2cn3cc(C(=O)O)ccc3n2)cc1,1,-8,5,8,-2,15,0.1,-1.8
Cc1cccc(N(CC(=O)N2CCCCCC2)S(C)(=O)=O)c1,-1,7,-5,-1,-19,9,0.7,0.9
CC(C)C1CC(CCN)(Cc2ccccc2)CCO1 (centres undefined),-7,/,/,/,-7,-2,0.0,-0.6
O=c1oc2ccccc2n1Cc1ccccc1Cl,5,-10,-5,-1,-1,30,0.0,-1.5
C[C@H](CO)N1C[C@H](C)[C@@H](CN(C)C(=O)Nc2ccc3c(c2)OCO3)Oc2ccc(NC(=O)CCCCCC(=O)Nc3ccccc3N)cc2C1=O,5,/,/,/,-10,4,-0.1,-1.4
Cc1ccc(Nc2nc(NCCO)nc3c2cnn3C)cc1Cl,2,0,1,-11,-4,-5,0.1,4.0
CCCNC(=O)N1C[C@@H](C)[C@H](OC)CN(C)C(=O)c2cc(NS(C)(=O)=O)ccc2OC[C@@H]1C,0,-1,-1,-7,-7,1,-0.4,0.5
CCc1ccc(NC(=O)C2CCN(C(=O)[C@@H]3Cc4ccccc4CN3)CC2)cc1,-4,14,0,1,-3,-5,0.1,-3.0
CC(C)c1cn(CC[C@@H]2CC[C@@H](NC(=O)Nc3cc(Cl)cc(Cl)c3)[C@@H](CO)O2)nn1,2,0,1,-1,11,-31,0.1,1.6

# Single records (already shown). Screens in order: ERAP1 inh, esBAF inh, ARNT-TACC3 inh, RAD54 inh, RAD52 inh, INS-1E GSIS act, Xi reactivation, CFTR F508del cor
# CC(C)C1CC(CCN)(Cc2ccccc2)CCO1 (centres undefined) in the list: -7, /, /, /, -7, -2, 0.0, -0.6
# Cc1ccc(Nc2nc(NCCO)nc3c2cnn3C)cc1Cl in the list: 2, 0, 1, -11, -4, -5, 0.1, 4.0
